# aDG glyco act = alpha-DG glycosylation activation; Pro5-aDG cells, alpha-DG glycosylation AlphaScreen (IIH6); 0% Pro5, 100% B10-LARGE cell signal; activation, % at 10 µM; 0.22% of 360,000 active; AID 624168;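 active means activation of at least 8% versus controls, or a plate z-score of at least 8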;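 further: Pro5 are CHO cells carrying HIG-tagged alpha-DG that lacks glycosylation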
# MC4R antag cAMP = blocks human MC4R cAMP signaling. P32245. MC4R-expressing cells, MTII-stimulated cAMP, LANCE TR-FRET. inhibition, % at 6.5 µM. 0.48% of 360,000 active. AID 540295;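 active means inhibition above its plate's cutoff, the mean of tested wells on that plate plus 3 SD, cut at about 29% in these data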;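 further: 0% = Melanotan II alone and 100% = Melanotan II plus saturating MCL0020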
#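 Assay system: U2OS-MC4R stable cell line; Also added: Melanotan II; Technique: Eu-cAMP/anti-cAMP TR-FRET, emission 671 nm; Times: 30-min compound, 1-h challenge, 1-h detection, room temperature.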
# H9c2 protect = myocardial damage modulation in H9c2 cells; H9c2 cardiomyocytes, H2O2 injury protection, ATPLite, 2 h; AID 588492; protection from H2O2 cell death, % at 20 µM; 0.63% of 360,000 active;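 active means compounds giving at least 50% protection of heart cells from peroxide-induced death in the single-dose screen, raw or plate-pattern-corrected value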;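 further: 0% = DMSO wells with peroxide and 100% = DMSO wells without peroxide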
# Glyco luc inh = N-linked glycosylation inhibition. D54 ERlucT glycosylation luciferase reporter, 24 h; percent of 100 nM tunicamycin response. reporter increase, % at 12.5 µM. AID 588692. 0.23% of 360,000 active;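 active means mean luciferase reporter signal, scaled so untreated is 0 and the glycosylation-blocking control 100, at or above a set limit in every replicate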;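 further: luciferase carries N-glycosylation sites so blocking glycosylation raises the light; 0% = median of neutral control wells and 100% = median of 100 nM tunicamycin wells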
# ABCB6 inh 2 = human ABCB6 transporter inhibition; Q9NP58; K562-ABCB6 porphyrin accumulation, flow cytometry, 1 h; stronger effect = lower value; fluorescence ratio to DMSO, % at 10 µM; 0.19% of 360,000 active;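 active means fluorescence ratio to DMSO below 75%, the collection mean minus 3 SD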;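 further: signal is porphyrin accumulated inside mitochondria; 100% equals median channel fluorescence of DMSO control wells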
# Target sequence (Q9NP58 whole entry, looked up): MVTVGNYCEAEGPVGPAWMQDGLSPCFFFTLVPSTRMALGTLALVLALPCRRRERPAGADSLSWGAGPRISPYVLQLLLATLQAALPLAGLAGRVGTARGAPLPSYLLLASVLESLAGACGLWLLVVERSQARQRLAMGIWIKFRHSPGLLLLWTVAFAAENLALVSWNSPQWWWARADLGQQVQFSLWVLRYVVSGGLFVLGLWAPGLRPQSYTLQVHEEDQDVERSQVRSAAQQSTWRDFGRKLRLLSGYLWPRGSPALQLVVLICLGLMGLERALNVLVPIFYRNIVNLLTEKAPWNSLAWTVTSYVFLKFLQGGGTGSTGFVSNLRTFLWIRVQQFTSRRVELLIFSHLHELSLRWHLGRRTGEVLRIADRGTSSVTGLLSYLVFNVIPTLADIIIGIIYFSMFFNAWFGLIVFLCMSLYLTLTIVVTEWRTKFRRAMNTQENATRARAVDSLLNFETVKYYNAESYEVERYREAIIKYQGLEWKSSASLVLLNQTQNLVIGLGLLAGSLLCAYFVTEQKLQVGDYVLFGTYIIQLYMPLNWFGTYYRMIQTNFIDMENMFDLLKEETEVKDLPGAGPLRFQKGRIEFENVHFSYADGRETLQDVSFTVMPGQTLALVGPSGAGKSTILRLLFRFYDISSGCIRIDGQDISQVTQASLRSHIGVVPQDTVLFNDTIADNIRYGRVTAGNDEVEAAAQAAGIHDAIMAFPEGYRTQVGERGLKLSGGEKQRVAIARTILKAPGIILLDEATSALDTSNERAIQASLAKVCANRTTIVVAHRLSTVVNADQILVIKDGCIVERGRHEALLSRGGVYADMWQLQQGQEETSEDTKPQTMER
# ABHD5-PLIN5 inh = ABHD5-PLIN5 protein interaction inhibition; Split G. princeps luciferase complementation, luminescence, 4 h; Q00G26+Q8WTS1; inhibition, % at 4 µM; 0.78% of 360,000 active; AID 602281;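 active means inhibition above the mean inhibition across every tested compound plus 3 SD, cut at about 22% in these data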;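 further: 0% = DMSO only wells and the 100% control is not disclosed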
# Granule exo inh = lytic granule exocytosis inhibition. inhibition, % at 10 µM. 0.66% of 360,000 active. TALL-104 LAMP-1 surface exposure, flow cytometry; cells stimulated with thapsigargin and PMA;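 active means inhibition above about 55%, limit read from the data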
# MC4R ag barr = activates human MC4R beta-arrestin recruitment | 0.98% of 360,000 active | P32245 | AID 540308 | activation, % at 8.9 µM | U2OS MC4R beta-arrestin complementation, luminescence; percent of melanotan II response, DMSO zero;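 active means activation above a per-plate cutoff, the mean activation of sample wells on that plate plus 3 SD, cut at about 8% in these data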
# hiPSC survival = enhancers of human iPSC single-cell survival; hiPSC single-cell survival, ATPlite luminescence; 100% = ROCK inhibitor wells, 0% = DMSO; survival enhancement, % at 20 µM; 0.044% of 360,000 active; AID 602274; in the data active means survival enhancement above about 18%;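 further: cells exposed to compounds for 16 hours before the ATP read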
# m5-HT2A agonist = agonists of mouse serotonin 5-HT2A receptor (HTR2A); CHO-K1 mHTR2A beta-arrestin complementation, luminescence; percent of 30 µM serotonin response; 0.66% of 360,000 active; P35363; activation, % at 7.6 µM;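 active means activation above a run cutoff, the mean activation of all tested compounds plus 3 SD, cut at about 14% in these data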;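 further: 0% = plate median of compound wells and 100% = 30 µM serotonin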
# Starred values were filed as active, the others as inactive; x = no result given; & = joins results of further samples.
No.	Molecule	aDG glyco act	MC4R antag cAMP	H9c2 protect	Glyco luc inh	ABCB6 inh 2	ABHD5-PLIN5 inh	Granule exo inh	MC4R ag barr	hiPSC survival	m5-HT2A agonist
1	CCOC(=O)Nc1sc(C(=O)N(CC)CC)c(C)c1C(=O)OCC	-0.2	2	0	0	78	-7	-1	-3.0	-1.6	-6
2	O=[N+]([O-])c1cc(-c2nnc(Nc3ccc(O)cc3)c3ccccc23)ccc1N1CCOCC1	-0.3	-1	24	-7	99	7	3	0.3	-2.9	31*
3	COCc1cc(=O)n2c([nH]c3ccccc32)c1C#N	-0.1	4	-6	1	103	2	-2	0.9	-0.4	3
4	O=C(CN1C(=O)NC2(CCCC2)C1=O)NCCc1ccccc1	-0.1	1	3	-1	102	-5	7	0.3	-0.9	0
5	COC(=O)c1ccccc1NS(C)(=O)=O	-0.1	11	0	3	100	-2	-4	-0.8	-0.4	-1
6	COc1ccc(/C=N/NC(=O)c2nc(Cl)c(Cl)c(N)c2Cl)cc1COc1ccc(F)cc1F	0.0	-8	-2	1	95	-4	1	11*	4.2	6
7	CC(C)n1nnnc1C1c2ccccc2C(=O)N1Cc1cccnc1 (stereo unspecified)	0.0	x	x	x	98	-1	-4	x	0.0	-2
8	CCOc1ccc(CCNC(=O)c2cc3sccc3n2C)cc1OCC	0.5	5	-3	0	94	-2	0	1.1	0.9	0
9	O=C(NCc1ccccc1F)C1CCN(C(=O)Nc2ccc(F)cc2)CC1	0.0	8	2	-1	94	4	-4	-1.0	-0.5	-3
10	Cc1cc(C)c(N(C(=O)CN2C(=O)c3ccccc3S2(=O)=O)C(C(=O)NCC2CCCO2)c2ccc(F)cc2)c(C)c1 (stereo unspecified)	0.1	-3	28	0	89	-5	-3	-0.3	0.9	-1
11	COc1ccccc1N1CCN(C(=S)Nc2ccccc2)CC1	-0.2&-0.1	12	3&-1	0&0	100&97	3&5	-1&18	-0.8	-0.7&2.3	0&-3
12	Cc1cc(NS(=O)(=O)c2ccc(NC(=O)Cc3cccs3)cc2)no1	0.0	-1	-1	1	96	9	-2	2.2	-1.6	9
13	O=C(CN1CCN(S(=O)(=O)c2ccc(Cl)s2)CC1)N1CCCCC1	0.0	0	1	-3	96	3	-2	2.1	0.1	9
14	Cc1nn(C)cc1NC(=O)CCSc1nc(-c2ccco2)cc(C(F)(F)F)n1	0.1	4	-2	1	99	88*	1	-1.8	11	1
15	Cc1cc(C)c(S(=O)(=O)N2CCN(S(=O)(=O)N3CCC(C)CC3)CC2)c(C)c1	0.2	0	-6	-1	95	0	0	0.3	0.9	4
16	COc1ccc(C(=O)N2N=C(c3ccc(NS(C)(=O)=O)cc3)CC2c2cccs2)cc1 (stereo unspecified)	0.0	0	7	0	94	-8	-4	-1.0	-0.4	1
17	O=C1[C@H]2[C@@H](c3ccccc3)N[C@]3(CCCN(Cc4ccc(Cl)cc4)C3=O)[C@H]2C(=O)N1Cc1ccccc1	-0.4	9	12	3	96	-3	9	-1.6	-1.1	1
18	Cn1nnnc1SCC(=O)Nc1ccc(Oc2ccccc2)cc1	0.1	1	-11	-2	88	5	-3	-1.2	0.8	-6
19	CC(=O)NCC(=O)N(c1c(C)n(C)n(-c2ccccc2)c1=O)C1(C(=O)NC2CCCC2)CCCCC1	0.2	16	8	-1	98	3	-2	-0.8	0.3	-1
20	Cc1ccc(N2CC(C(=O)Nc3cccc(S(=O)(=O)N4CCOCC4)c3)CC2=O)cc1 (stereo unspecified)	0.0	25	-6	1	102	-4	2	3.4	4.3	4
21	Cn1cccc1CC(=O)NNC(=S)Nc1ccc(Cl)cc1Cl	-0.1	24	5	-1	94	11	2	0.4	-2.6	0
22	CN(C(=O)COC(=O)C1CCN(S(=O)(=O)c2cccs2)CC1)C1CCS(=O)(=O)C1 (stereo unspecified)	-0.1	13	-4	0	98	-2	-1	1.3	2.6	-1
23	Cn1nc(C(C)(C)C)cc1NC(=O)Nc1ccc(F)cc1F	-0.1	-6	0	-4	102	-6	-3	4.6	0.3	-5
24	Cc1ccc(C(=O)OCC(=O)N2CCC(C)CC2)cc1S(=O)(=O)N1CCOCC1	-0.1	5	-7	2	91	-4	-6	-0.5	-0.6	0
25	Nc1cc(=O)[nH]c(=O)n1CCc1ccccc1	0.0	5	2	2	95	2	-2	-0.4	-0.1	-2
26	O=C(NC1CCCCC1)C(C1CC1)n1c(=O)c(-c2cc3ccccc3[nH]2)nc2ccccc21 (stereo unspecified)	1.6	x	x	x	x	-9	1	x	x	4
27	Cc1ccc(OCc2cc(C(=O)NC(C)Cc3cnccn3)no2)cc1C (stereo unspecified)	-0.2	5	0	5	102	-7	5	-2.0	0.9	-7
28	CC1(C(=O)NS(=O)(=O)C2CC2)CCN(C(=O)COCc2ccccc2)C1 (stereo unspecified)	-0.3	7	0	0	95	5	-3	1.7	-3.1	1
29	CCc1nnc(NC(=O)c2cccnc2SC)s1	-0.1	4	-2	3	103	-9	0	-0.3	-1.5	4
30	COc1ccc(F)cc1C(=O)C1CCCN(C(=O)c2cccc(N(C)C)c2)C1 (stereo unspecified)	0.4	23	1	0	92	1	0	-0.4	0.6	-1
31	Cc1ccc(NC(=O)CCn2c(=O)[nH]c3ccsc3c2=O)cc1C	0.1	-4	14	0	96	-3	-11	-1.4	0.0	-4
32	COCCn1c(SCC(=O)Nc2ccc(OC)cc2)nnc1-c1ccoc1C	-0.1	8	6	2	88	-8	2	0.5	-0.5	1
33	CCCc1nc2ccc(Br)cn2c1Cc1cccc(Cl)c1	0.1	x	-7	-2	91	-1	5	x	-1.2	-2
34	CC(=O)Nc1sc(C)c(C)c1C(=O)OCC(=O)N(Cc1ccccc1)C(C)C	0.9	5	-7	-1	91	-7	1	0.6	0.3	-9
35	CCc1ccccc1NC(=O)c1ccccc1Sc1ccc([N+](=O)[O-])cc1Cl	0.0	2	-7	2	98	-1	1	-2.5	-1.5	-6
36	Cc1cc(C)n(-c2nc(NC(C)(C)C)nc(NC(C)(C)C)n2)n1	-0.2	-1	45	3	99	-5	2	-1.1	-0.4	6
37	COc1ccc(/C(N)=N/OC(=O)CC2CCCCC2)cc1	0.2	13	-3	1	100	-2	-21	2.7	-0.2	4
38	Cc1c(C(=O)NCC2CCCO2)oc2ccc(S(=O)(=O)N3CCCC3)cc12 (stereo unspecified)	-0.1	18	18	0	98	3	2	-2.3	-2.1	-3
39	Cc1nn(-c2ccccc2)c2c1P(=O)(O)/C(=C1\N(C)c3ccccc3C1(C)C)C=N2	0.8	-5	-7	1	108	1	-2	-1.4	-0.6	-7
40	COc1ccc2cc(C(=O)C3CCCN(C(=O)c4sc(C)nc4C)C3)ccc2c1 (stereo unspecified)	0.0	3	-1	2	97	-7	-2	-1.5	3.4	2
41	Cc1ccc(S(=O)(=O)Nc2ccncc2)c(C)c1	0.1	2	1	1	98	6	-12	0.3	0.7	-2
42	Cc1ccc(-n2c(C)nn(CC#N)c2=O)cc1	0.0	4	2	4	95	4	0	1.8	-0.3	1
43	Cc1ccc(/C=C2\S/C(=N/S(=O)(=O)c3cccs3)NC2=O)cc1	0.0	12	-9	2	112	3	-3	-0.7	2.1	9
44	CCN(CC)C(=O)c1cc2c(=O)n3cccc(C)c3nc2n1C	-0.1	-6	-1	4	95	-5	4	-1.5	-0.5	-6
45	Cc1ccc(SCC(=O)NCCCN2CCOCC2)cc1	0.0	-2	2	1	99	-6	0	0.2	4.5	-6
46	O=C(Nc1ccc([N+](=O)[O-])c(NC(=O)c2cccnc2)c1)c1cccnc1	-0.1	3	3	0	98	-1	-6	-0.4	-0.6	0
47	CCc1nnc(NC(=O)c2cccc(S(=O)(=O)N3CCCC3)c2)s1	0.1	4	-1	1	90	2	-5	0.4	1.0	-1
48	Oc1c(N=NC(=S)Nc2ccccc2F)c2ccccc2n1Cc1cccc(Cl)c1	0.5	9	3	-1	97	-4	-4	-2.8	-0.8	-2
49	S=C(NCc1ccc2[nH]c3c(c2c1)CCCC3)Nc1ccccc1Cl	-0.3	10	-14	-7	97	-3	20	1.0	-4.0	-1
50	O=C(CSc1nnc2c(n1)[nH]c1ccc(S(=O)(=O)N3CCOCC3)cc12)Nc1ccc(F)c(F)c1	0.0	8	-2	-2	83	-8	-6	-4.2	1.6	2

# (next part)
No.	Molecule	aDG glyco act	MC4R antag cAMP	H9c2 protect	Glyco luc inh	ABCB6 inh 2	ABHD5-PLIN5 inh	Granule exo inh	MC4R ag barr	hiPSC survival	m5-HT2A agonist
51	Cc1ccc(C(=O)NCc2ccc3c(c2)OCO3)cc1Cl	0.3	-9	8	-2	95	2	22	0.1	-0.2	-3
52	CCOC(=O)N1CCC(Nc2c(NCCCN(C)Cc3ccccc3)c(=O)c2=O)CC1	-0.1	12	18	0	96	0	-7	-0.3	0.3	-4
53	O=C(COc1cccc2cccnc12)Nc1ccccc1N1CCOCC1	0.6	7	12	1	100	3	0	-2.8	-0.8	3
54	CC(C)C(OC(=O)CCC(=O)Nc1nccs1)C(=O)NC1CCCCC1 (stereo unspecified)	0.1	4	5	2	98	1	-1	-0.7	-1.1	4
55	C=CCNC(=S)NCc1ccc(CNC(=S)NCC=C)cc1	0.4	5	-3	-3	94	6	-3	0.0	-0.6	5
56	CCCn1nc(C(=O)NC2CCCc3ccccc32)c2ccccc2c1=O (stereo unspecified)	0.4	14	0	-5	101	-2	-2	1.2	-0.6	2
57	Nc1c(C(=O)NCCN2CCOCC2)c2nc3ccccc3nc2n1-c1ccccc1	-0.1	4	11	3	96	-1	1	-1.1	0.7	-7
58	Cc1ccc2oc(=O)c3cnn(CC(=O)N4CCCCC4C)c3c2c1 (stereo unspecified)	-0.2	6	13	1	95	-2	0	-1.2	-3.2	9
59	CCOc1ccc2nc(Cl)sc2c1	0.1	0	5	2	98	1	-1	-1.4	-0.2	2
60	O=c1[nH]c(CS(=O)(=O)c2ccccc2)nc2ccccc12	-0.6	5	20	-1	95	6	-1	0.1	-1.4	-1
61	Cc1ccc(NC(=O)c2ccc3nsnc3c2)c(C)c1	0.0	0	-6	2	98	9	-2	-0.3	0.0	3
62	O=C(C(=O)N1CCN(c2ccccc2)CC1)c1ccncc1	0.0	x	x	x	x	5	-6	x	x	2
63	O=C(NCC(O)c1nc2ccccc2[nH]1)c1ccc(Br)cc1 (stereo unspecified)	0.1	x	-3	3	99	0	2	x	-1.9	1
64	COc1ccc(CC(=O)NCC(=O)NC(Cc2ccccc2)C(=O)O)cc1 (stereo unspecified)	0.0	1	4	1	83	-6	2	-2.0	-0.1	-6
65	CC(=O)C1=C(O)C(=O)N(CCc2c[nH]c3ccccc23)C1c1ccccc1 (stereo unspecified)	-0.5	10	-1	1	98	-14	-12	-0.3	-3.6	1

# Filtered by structure, those above with a cyano group.
No.	Molecule	aDG glyco act	MC4R antag cAMP	H9c2 protect	Glyco luc inh	ABCB6 inh 2	ABHD5-PLIN5 inh	Granule exo inh	MC4R ag barr	hiPSC survival	m5-HT2A agonist
3	COCc1cc(=O)n2c([nH]c3ccccc32)c1C#N	-0.1	4	-6	1	103	2	-2	0.9	-0.4	3
42	Cc1ccc(-n2c(C)nn(CC#N)c2=O)cc1	0.0	4	2	4	95	4	0	1.8	-0.3	1

# Source: PubChem
